XIAP antagonists: XIAP antagonists, biochemical, IAP family, fluorescence polarization (AID 1018); XIAP BIR domain, fluorescence polarization peptide displacement; higher % means a stronger effect; one-dose displacement, % at 20 µM; IC50 in µM for titrated hits; 200,000 compounds, 0.007% hits; in the data active means displacement above about 50%; further: a part of the inactive calls stands beside numbers as strong as those of hits
TNAP activation fold: human TNAP enzyme activators, primary screen, biochemical, luminescent, no phosphate acceptor, uHTS (AID 1001); activation fold at 20 µM; hits with a dose series show EC50 in µM; 200,000 compounds, 0.03% hits; purified TNAP, luminescent activation assay, no phosphate acceptor; higher activation fold means a stronger effect; in the data active means activation fold from about 3, or a potency from the dose series; inactive means the rest, 99 in 100 with activation fold below about 1.6; further: many of its hits are not listed in these tables
human PMI inhibitors: human PMI inhibitors, high substrate, primary screen, biochemical, fluorescence intensity, high mannose 6-phosphate (AID 1220); Mannose-6-phosphate isomerase (Homo sapiens); recombinant PMI enzyme, coupled fluorescence intensity; higher % means a stronger effect; one-dose inhibition, % at 20 µM; IC50 in µM for titrated hits; 190,000 compounds, 0.66% hits
human PMI inhibition: inhibitors of human PMI, primary screen, biochemical, fluorescence intensity, coupled assay (AID 1209) | inhibition, % at 20 µM; hits with a dose series show IC50 in µM | 190,000 compounds, 0.42% hits | purified PMI enzyme, coupled fluorescence intensity; higher % means a stronger effect;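 further: plate controls were DMSO vehicle for no effect and wells lacking substrate for full effect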
Siah-1 displacement: Siah-1 peptide-binding antagonists, primary screen, biochemical, fluorescence polarization, rhodamine-plectin, uHTS (AID 1817) | E3 ubiquitin-protein ligase SIAH1 (Homo sapiens) | Siah-1 / rhodamine-plectin peptide fluorescence polarization; higher % means a stronger effect | displacement, % at 20 µM; hits with a dose series show IC50 in µM | 290,000 compounds, 0.02% hits;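 active means displacement of at least 50% at 20 µM, with a fluorescence ratio check between 0.3 and a set limit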;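 further: plate controls were Siah plus tracer with DMSO for no effect and tracer alone without Siah for full effect; strong numbers were not always called active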
WT yeast gro inh: growth inhibition of WT strain, primary screen, mitochondrial fusion inhibitor project, WT and mutant strains, chemical genetic. mitochondrial fusion phenotypic screen. inhibition, % at 10 µM. 190,000 compounds, 2.1% hits. AID 1362, 2008; in the data active means inhibition above about 58%; tested in S. cerevisiae
RSV antiviral HEp-2: RSV antiviral activity via CPE protection, HEp-2 cells, primary 10 µM value included (AID 2391). HEp-2 cells, RSV-induced CPE inhibition; higher % means a stronger effect. CPE inhibition, % at 10 µM, or IC50 in µM where a hit was titrated. 310,000 compounds, 0.13% hits; in the data active means a potency from the dose series; further: strong numbers were not always called active
Salmonella PhoP GFP: inhibitors of PhoP regulon expression, primary screen, Salmonella Typhimurium, GFP reporter (AID 1863). S. Typhimurium PhoP-regulated promoter GFP reporter, 4 h; higher % means a stronger effect. one-dose inhibition, % at 50 µM; IC50 in µM for titrated hits. 300,000 compounds, 0.16% hits;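 active means inhibition over 29.93%, a cutoff 3 SD above the screen mean, later confirmed by dose response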;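 further: 0% = low Mg2+ inducing control and 100% = high Mg2+ repressing control; strong numbers were not always called active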
Myeloid diff MLP: induction of myeloid progenitor differentiation, primary screen, cell-based, flow cytometry, MLPCN library; ER-HoxA9 myeloid progenitors, lysozyme-GFP differentiation; 360,000 compounds, 1% hits; calls only at 10 µM;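 active means normalized GFP-positive differentiation at or above the plate's own cutoff, the solvent-only control mean plus 3 SD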;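 further: cells exposed to compound for four days before flow analysis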
WT yeast gro inh mutant strain: further read-out of WT yeast gro inh, marked with its call; inhibition, %; mitochondrial fusion phenotypic screen, mutant strain inhibition
Myeloid diff MLP GFP+ MAC1+ %: recorded beside Myeloid diff MLP, whose call it bears; GFP+ MAC1+ double positive, %; measured here: differentiation confirmed by MAC1 staining
* marks the source's active call; other numbers are inactive results. Unless noted, no stated cut-off is given here; in the data, active means inhibition above about 50%; inactive means the rest. An unsorted share of the library; 3.1% or so of the library scored in one or more.

`Cc1cc(Nc2ccccc2Cl)nc(-c2ccccc2O)n1` gave Siah-1 displacement -1.2%, RSV antiviral HEp-2 34.7µM*, Salmonella PhoP GFP -5.4%, Myeloid diff MLP inactive and Myeloid diff MLP GFP+ MAC1+ % 0.2.
Screening CCOC(O)[C@H]1N[C@@H](c2ccc(Cl)cc2)[C@@H]([N+](=O)[O-])[C@@H]1c1ccccc1 (stereo not given in full) returned XIAP antagonists -4.0%, TNAP activation fold 1, human PMI inhibitors 10.4%, human PMI inhibition 13.3%, Siah-1 displacement -3.5%, WT yeast gro inh 21.2, RSV antiviral HEp-2 2.0%, Salmonella PhoP GFP 4.8%, Myeloid diff MLP inactive, WT yeast gro inh mutant strain 0.5 and Myeloid diff MLP GFP+ MAC1+ % 0.4.
Screening NC(=O)COC(=O)c1sc2cc(F)ccc2c1Cl returned XIAP antagonists -7.9%, TNAP activation fold 1, human PMI inhibitors -4.3%, human PMI inhibition -16.6%, Siah-1 displacement 0.7%, WT yeast gro inh -6.3, RSV antiviral HEp-2 2.8%, Salmonella PhoP GFP -5.5%, Myeloid diff MLP inactive, WT yeast gro inh mutant strain -14.6 and Myeloid diff MLP GFP+ MAC1+ % 0.0.
Cn1c(CO)cnc1-c1ccccc1 was read as Siah-1 displacement 0.3%, RSV antiviral HEp-2 11.3%, Salmonella PhoP GFP -4.3%, Myeloid diff MLP inactive and Myeloid diff MLP GFP+ MAC1+ % 0.1.
For O=C(NCCCN1CCOCC1)C(=O)c1c[nH]c2ccccc12 the results were Siah-1 displacement 2.5%, RSV antiviral HEp-2 2.0%, Salmonella PhoP GFP 2.4%, Myeloid diff MLP inactive and Myeloid diff MLP GFP+ MAC1+ % 0.5.
Screening Cc1cc(C)c(NC(=O)CSc2nc3ncc(Br)cc3[nH]2)c(Cl)c1 returned Siah-1 displacement 0.4%, RSV antiviral HEp-2 10.4%, Salmonella PhoP GFP -6.7%, Myeloid diff MLP inactive and Myeloid diff MLP GFP+ MAC1+ % 1.0.
NC(=O)CSc1nnc(-c2cccs2)n1-c1ccccc1 was read as XIAP antagonists -0.2%, TNAP activation fold 1.1, human PMI inhibitors 6.6%, human PMI inhibition 6.2%, Siah-1 displacement -1.4%, WT yeast gro inh 2.2, RSV antiviral HEp-2 2.7%, Salmonella PhoP GFP 20.1%, Myeloid diff MLP inactive, WT yeast gro inh mutant strain -16.8 and Myeloid diff MLP GFP+ MAC1+ % 1.0.
For COc1cccc(=O)c2c(C)n(-c3ccc(C(=O)O)cc3)c(C)c12 the results were XIAP antagonists -11.2%, TNAP activation fold 1, human PMI inhibitors -16.3%, human PMI inhibition -38.3%, Siah-1 displacement -0.3%, WT yeast gro inh 9.7, RSV antiviral HEp-2 1.2%, Salmonella PhoP GFP -6.5%, Myeloid diff MLP inactive, WT yeast gro inh mutant strain 8.6 and Myeloid diff MLP GFP+ MAC1+ % 1.0.
`O=[N+]([O-])c1cccc(CN2CCC(Cc3ccccc3)CC2)c1` gave Siah-1 displacement 4.1%, RSV antiviral HEp-2 2.5%, Salmonella PhoP GFP 3.8%, Myeloid diff MLP inactive and Myeloid diff MLP GFP+ MAC1+ % 0.3.
`CC(NC(=O)c1cccc(OC2CCN(C(=O)C3CC3)CC2)c1)c1ccc(F)cc1` (stereo not given) gave Siah-1 displacement -1.0%, RSV antiviral HEp-2 8.8%, Salmonella PhoP GFP 4.4%, Myeloid diff MLP inactive and Myeloid diff MLP GFP+ MAC1+ % 0.7.
Cc1ccc(C)n1N1C(=O)/C(=C\c2ccc(Cl)cc2)SC1=S was read as XIAP antagonists -3.4%, TNAP activation fold 1, human PMI inhibitors 5.9%, human PMI inhibition 13.1%, Siah-1 displacement 1.3%, WT yeast gro inh 19.2, RSV antiviral HEp-2 3.7%, Salmonella PhoP GFP -5.9%, Myeloid diff MLP inactive, WT yeast gro inh mutant strain -2.0 and Myeloid diff MLP GFP+ MAC1+ % 0.0.
CC(=O)c1cccc(NC(=O)CCNS(=O)(=O)c2cccc3nsnc23)c1 was read as XIAP antagonists -0.8%, TNAP activation fold 1.1, human PMI inhibitors 1.3%, human PMI inhibition 5.7%, Siah-1 displacement 7.6%, WT yeast gro inh 1.1, RSV antiviral HEp-2 0.5%, Salmonella PhoP GFP -3.2%, Myeloid diff MLP inactive, WT yeast gro inh mutant strain -0.8 and Myeloid diff MLP GFP+ MAC1+ % 0.9.
CCOC(=O)C1(CCCc2ccccc2)CCN(C(=O)C2=C(C)OCCO2)CC1 was read as TNAP activation fold 1, human PMI inhibitors 5.4%, human PMI inhibition 12.6%, Siah-1 displacement 2.1%, WT yeast gro inh 2.9, Salmonella PhoP GFP 7.5%, Myeloid diff MLP inactive, WT yeast gro inh mutant strain 2.8 and Myeloid diff MLP GFP+ MAC1+ % 0.4.
For COC(=O)c1ccc(OCC(=O)Nc2ccsc2C(=O)OC)cc1 the results were XIAP antagonists -2.5%, TNAP activation fold 1.1, human PMI inhibitors -3.9%, human PMI inhibition 3.8%, Siah-1 displacement 7.1%, WT yeast gro inh 6.5, RSV antiviral HEp-2 1.1%, Salmonella PhoP GFP -6.6%, Myeloid diff MLP inactive, WT yeast gro inh mutant strain 7.1 and Myeloid diff MLP GFP+ MAC1+ % 0.3.
For Cc1cc(C)nc(NC2=NCC(=O)N2c2ccc(Cl)cc2)n1 the results were XIAP antagonists -4.9%, TNAP activation fold 1.2, human PMI inhibitors -3.2%, human PMI inhibition 3.0%, Siah-1 displacement -2.0%, WT yeast gro inh -12.9, RSV antiviral HEp-2 -0.9%, Salmonella PhoP GFP -0.4%, Myeloid diff MLP inactive, WT yeast gro inh mutant strain -23.9 and Myeloid diff MLP GFP+ MAC1+ % 1.2.
`O=c1[nH]c(=O)n(CCc2ccc(F)cc2)c(O)c1C=NCc1ccc2c(c1)OCO2` gave XIAP antagonists 1.2%, TNAP activation fold 1.1, human PMI inhibitors 15.4%, human PMI inhibition 10.6%, Siah-1 displacement 7.1%, WT yeast gro inh 15.3, RSV antiviral HEp-2 0.0%, Salmonella PhoP GFP -6.3%, Myeloid diff MLP inactive, WT yeast gro inh mutant strain 8.1 and Myeloid diff MLP GFP+ MAC1+ % 0.6.
Cc1cccc(C)c1NC(=O)/C(C#N)=C/c1ccc(-c2ccc(C(=O)O)cc2)o1 was read as Siah-1 displacement 9.2%, RSV antiviral HEp-2 17.5%, Salmonella PhoP GFP -1.8%, Myeloid diff MLP inactive and Myeloid diff MLP GFP+ MAC1+ % 0.4.
CCOC(=O)CNC(=O)c1cc2c(=O)[nH]c3ccc(C)cc3c2s1 was read as Siah-1 displacement 6.0%, RSV antiviral HEp-2 1.4%, Salmonella PhoP GFP 10.3%, Myeloid diff MLP inactive and Myeloid diff MLP GFP+ MAC1+ % 0.6.
Screening CS(=O)(=O)N(CC(=O)Nc1c(F)cccc1F)Cc1ccccc1 returned Siah-1 displacement -2.2%, RSV antiviral HEp-2 0.3%, Salmonella PhoP GFP 6.5%, Myeloid diff MLP inactive and Myeloid diff MLP GFP+ MAC1+ % 0.2.
`COCCN(C(=O)COc1ccc(Cl)cc1)c1nnc(-c2cccnc2)s1` gave XIAP antagonists -3.2%, TNAP activation fold 1.1, human PMI inhibitors -49.5%, human PMI inhibition -37.7%, Siah-1 displacement -1.8%, WT yeast gro inh 17.5, RSV antiviral HEp-2 0.2%, Salmonella PhoP GFP -1.7% and WT yeast gro inh mutant strain 4.0.
For CN1CCN/C1=C(/C(Cl)=C(Cl)Cl)[N+](=O)[O-] the results were XIAP antagonists -4.1%, TNAP activation fold 1, human PMI inhibitors -20.2%, human PMI inhibition -21.7%, Siah-1 displacement -0.3%, WT yeast gro inh -13.8, RSV antiviral HEp-2 0.7%, Salmonella PhoP GFP -11.8% and WT yeast gro inh mutant strain 8.0.
For CC1(C)C(=O)Nc2ccccc2N1C(=O)CN1C(=O)C(=O)N(C2CCCC2)C1=O the results were XIAP antagonists -8.3%, TNAP activation fold 1, human PMI inhibitors -4.7%, human PMI inhibition -2.6%, Siah-1 displacement -3.5%, WT yeast gro inh -4.9, RSV antiviral HEp-2 2.1%, Salmonella PhoP GFP -7.0%, Myeloid diff MLP inactive, WT yeast gro inh mutant strain 0.0 and Myeloid diff MLP GFP+ MAC1+ % 0.5.
C/C(=C\C(=O)C(F)(F)F)Nc1cc(C)cc(C)c1 was read as XIAP antagonists -7.2%, TNAP activation fold 0.9, human PMI inhibitors -6.4%, human PMI inhibition -6.1%, Siah-1 displacement -4.7%, WT yeast gro inh -13.8, RSV antiviral HEp-2 2.1%, Salmonella PhoP GFP 7.1%, Myeloid diff MLP inactive, WT yeast gro inh mutant strain -13.8 and Myeloid diff MLP GFP+ MAC1+ % 0.7.
Screening COc1ccc2nc(Nc3nc(CSc4nnc(C)s4)cc(=O)[nH]3)nc(C)c2c1 returned XIAP antagonists -2.6%, TNAP activation fold 1.2, human PMI inhibitors 12.5%, human PMI inhibition 11.1%, Siah-1 displacement -1.4%, WT yeast gro inh 21.4, RSV antiviral HEp-2 4.3%, Salmonella PhoP GFP 2.9% and WT yeast gro inh mutant strain -3.9.
Screening CC(C)Oc1ccc(CCN=C(N)N=C(N)N)cc1Cl returned XIAP antagonists -3.4%, TNAP activation fold 1, human PMI inhibitors -5.0%, human PMI inhibition -11.7%, Siah-1 displacement 0.2%, WT yeast gro inh -4.2, RSV antiviral HEp-2 3.9%, Salmonella PhoP GFP 0.2%, Myeloid diff MLP inactive, WT yeast gro inh mutant strain -3.0 and Myeloid diff MLP GFP+ MAC1+ % 2.2.
For O=c1[nH]c(NC2CCCCC2)nnc1Cc1ccccc1 the results were XIAP antagonists -6.4%, TNAP activation fold 1.1, human PMI inhibitors 9.0%, human PMI inhibition 11.5%, Siah-1 displacement 6.7%, WT yeast gro inh 3.6, RSV antiviral HEp-2 1.1%, Salmonella PhoP GFP -11.4%, Myeloid diff MLP inactive, WT yeast gro inh mutant strain 0.8 and Myeloid diff MLP GFP+ MAC1+ % 1.0.
COC(=O)c1sccc1NC(=O)c1ccc(Cl)cc1 was read as Siah-1 displacement -0.9%, RSV antiviral HEp-2 1.1%, Salmonella PhoP GFP -2.4%, Myeloid diff MLP inactive and Myeloid diff MLP GFP+ MAC1+ % 0.5.
Screening CCOC(=O)C1(Cc2cccc(F)c2)CCN(C(=O)c2cnccn2)CC1 returned XIAP antagonists 1.7%, TNAP activation fold 1.1, human PMI inhibitors 5.4%, human PMI inhibition 2.3%, Siah-1 displacement 4.2%, WT yeast gro inh 1.8, RSV antiviral HEp-2 -1.0%, Salmonella PhoP GFP 2.2%, Myeloid diff MLP inactive, WT yeast gro inh mutant strain -9.1 and Myeloid diff MLP GFP+ MAC1+ % 0.2.

Screening data as filed in PubChem.
